Screening data as filed in PubChem.
RGS7-Gao: modulates binding of RGS7 to human Galphao | P09471 | Multiplexed bead flow cytometry; actives lie on both sides | binding response (% of control), % at 10 µM | actives 0.35% (n = 220,000); in the data active = binding response below about 49% or above about 150%; inconclusive = no clear call, values can overlap the other calls; inactive = in between;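 also: fluorescent Galphao held in activated GDP-AlF4 state binding bead-coupled RGS7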
Target sequence (P09471 whole entry, looked up): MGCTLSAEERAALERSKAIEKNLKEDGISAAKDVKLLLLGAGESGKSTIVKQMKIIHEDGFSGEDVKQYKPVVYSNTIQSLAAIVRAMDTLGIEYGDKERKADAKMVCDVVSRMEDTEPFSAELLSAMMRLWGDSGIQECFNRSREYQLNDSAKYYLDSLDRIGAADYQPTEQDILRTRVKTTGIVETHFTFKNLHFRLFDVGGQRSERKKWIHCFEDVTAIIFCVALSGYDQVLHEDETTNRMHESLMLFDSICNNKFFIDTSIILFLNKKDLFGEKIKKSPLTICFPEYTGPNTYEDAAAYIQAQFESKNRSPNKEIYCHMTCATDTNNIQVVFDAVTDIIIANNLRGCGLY
RGS8-Gao: human RGS8-Galphao interaction regulation. response (percent of control binding), % at 10 µM. multiplexed bead flow cytometry, RGS8-Galphao binding; actives lie on both sides. actives 0.34% (n = 220,000); in the data active = response below about 60% or above about 140%; inactive = in between;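 also: Galphao activated as the GDP aluminium fluoride complex binding bead-coupled RGS8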
RGS4-Gao reg: human RGS4-Galphao interaction regulation; Multiplexed bead flow cytometry, RGS4-Galphao binding; actives lie on both sides; actives 0.33% (n = 220,000); AID 1415; binding response (% of control), % at 10 µM; in the data active = binding response below about 49% or above about 150%; inactive = in between;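 also: fluorescent Galphao activated with aluminum fluoride binding bead-coupled RGS4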
Mcl1 Bid PPI: disrupts binding of human Mcl-1 to Bid peptide; Q07820; TR-FRET Mcl-1/Bid-Dy647 peptide binding, 1536-well; inhibition, % at 21.7 µM; actives 0.97% (n = 220,000); AID 1021;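 active = compounds that cut the binding signal by more than half at the single screening dose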;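 also: His-tagged Mcl-1 with europium anti-His antibody binding Bid BH3 peptide; 0% = Mcl-1 plus peptide wells and 100% = peptide-only wells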
Target sequence (Q07820 whole entry, looked up): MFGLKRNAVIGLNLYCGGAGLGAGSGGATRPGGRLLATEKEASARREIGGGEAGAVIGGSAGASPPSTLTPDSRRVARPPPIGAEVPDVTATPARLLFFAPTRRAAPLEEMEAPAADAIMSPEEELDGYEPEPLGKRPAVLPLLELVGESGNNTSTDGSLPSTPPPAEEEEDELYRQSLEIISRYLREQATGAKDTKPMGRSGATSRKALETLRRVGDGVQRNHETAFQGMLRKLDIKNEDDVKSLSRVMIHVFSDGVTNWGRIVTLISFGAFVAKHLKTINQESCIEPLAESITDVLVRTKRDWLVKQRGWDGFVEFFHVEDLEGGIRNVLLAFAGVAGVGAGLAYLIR
The depositor's hits bear a star; ? = inconclusive; nt = not tested or not shown. The list is partial; the hit share may differ from the screen's.

SMILES	RGS7-Gao	RGS8-Gao	RGS4-Gao reg	Mcl1 Bid PPI
COc1ccc(CNC(=O)/C=C/c2ccc3[nH]cc(CCN(C)C)c3c2)cc1	?	108.5	114.9	-84.4
CC12CC[C@H]3[C@@H](CCC4(O)C[C@H](O)CCC34/C=N/NC(=O)c3ccc(O)cc3)C1(O)CCC2C1=CC(=O)OC1 (some centres undefined)	?	103.2	102.2	-21.1
COc1cc(CN=Cc2c(O)n(C(C)(C)C)c(=O)[nH]c2=O)cc(OC)c1	?	95.0	94.9	-9.4
O=CC(Br)P(=O)(N1CCOCC1)N1CCOCC1 (centres undefined)	?	99.6	97.2	-71.2
C=C1C/C(=C/C)C(=O)O[C@@H]2CCN3CC=C(COC(=O)[C@]1(C)O)[C@H]23	?	102.5	103.0	-77.5
O=c1[nH]c(CN2CC=C(c3ccccc3)CC2)nc2scc(-c3cccs3)c12	?	100.4	95.8	-52.4
N#Cc1c(N2CCNCC2)nc(-c2ccco2)c2c1CCCC2	?	103.9	105.2	3.0
CC(=O)Cc1c[nH]c2ccccc12	?	99.3	106.2	-43.8
O=C1/C(=C/c2ccccc2Cl)N2CCC1CC2	?	103.7	100.1	-3.9
Cc1cc(OC(=O)N(C)C)n(-c2ccccc2)n1	?	9.2*	-23.1*	-1.2
CCOC(=O)c1c(C)n(C(C)C)c2ccc(OC)cc12	?	98.3	94.8	0.9
Cc1cc(C(=O)Nc2ccc3c(c2)OCCO3)nn1C(C)(C)C	?	103.5	102.4	-4.7
O=C(c1ccccc1)C1NC1c1ccccc1 (centres undefined)	?	96.9	97.9	-14.2
O=C(Nc1ccc2ccccc2c1)N1C[C@H]2C[C@@H](C1)c1cccc(=O)n1C2	?	102.3	106.3	-8.9
COc1cc(C(CN)CC(=O)O)ccc1O (centres undefined)	?	105.0	106.0	-6.9
Cc1nc2ccccc2c(=O)n1-c1ccc(F)cc1F	?	98.4	86.6	1.4
CC(C)COC(=O)c1ccccc1C(=O)OCC(C)C	?	108.4	115.0	-24.8
Cc1ccc(S(=O)(=O)N2CCCC2c2cccnc2)cc1 (centres undefined)	?	98.7	92.6	2.6
CCOc1ccc(N=Cc2c(O)n(-c3cc(C)cc(C)c3)c(=O)[nH]c2=O)cc1	?	94.8	91.7	-48.0
O=S(=O)(c1ccc(Cl)cc1)N1CCCC1c1cccnc1 (centres undefined)	?	102.1	101.6	-0.1
COC(=O)C(O)(c1ccc(NC(=O)c2cccs2)c(C)c1)C(F)(F)F (centres undefined)	?	103.4	102.0	-5.6
Cc1onc(-c2c(Cl)cccc2Cl)c1C(=O)Nc1ccc2c(C(F)(F)F)cc(=O)oc2c1	nt	104.4	108.4	-10.3
COc1ccccc1C1C([N+](=O)[O-])=C(N)Oc2c1c(=O)oc1ccccc21 (centres undefined)	?	97.4	80.9	-7.3
O=C1C2C3CCC(O3)C2C(=O)N1CCO (centres undefined)	?	99.0	101.4	-48.5
O=C(O)c1ccccc1N=Nc1c(O)[nH]c(=O)[nH]c1=O	?	101.0	102.0	2.1
CCC(=NCCCN1CCOCC1)c1c(O)n(-c2ccccc2C)c(=O)[nH]c1=O	?	99.2	105.4	-21.6
O=C(O)c1ccc(N=Cc2c(O)n(Cc3ccc(F)cc3)c(=O)[nH]c2=O)cc1	?	100.4	98.1	-8.6
CN(C)c1ccc(/C=C2\C(=O)NC(=O)N(CCc3ccc(F)cc3)C2=O)cc1	?	100.3	97.0	-16.8
CC(=O)Nc1ccc(N=Cc2c(O)n(Cc3ccco3)c(=O)[nH]c2=O)cc1	?	91.4	86.9	-8.9
CC(=NCCC1=CCCCC1)c1c(O)n(-c2ccccc2)c(=O)[nH]c1=O	?	108.9	122.1	-15.9
CCOc1ccc2nc(N=Nc3c(O)[nH]c(=O)[nH]c3=O)sc2c1	?	102.5	102.3	-10.7
C=CCN1CC[C@]23c4c5ccc(O)c4OC2C(=O)CC[C@@]3(O)C1C5 (some centres undefined)	?	98.3	101.6	-104.9
CC(C)(C)n1cc(C(=O)c2ccccc2)cc1-c1ccccc1	?	97.8	99.0	-4.3
CCCCn1c(O)c(C(C)=Nc2ccc3c(c2)CCC3)c(=O)[nH]c1=O	?	98.0	99.3	4.6
O=c1c2ccccc2nc(-c2ccccc2)n1-c1ccccc1	?	98.9	101.4	-10.9
O=C1NC(=O)N(c2ccccc2)C(=O)/C1=C/C=C/c1ccco1	?	105.0	102.5	-47.1
COC1C(OC(=O)c2ccc(C)[nH]2)C(O)C(Oc2ccc3c(O)c(NC(=O)c4ccc(O)c(CC=C(C)C)c4)c(=O)oc3c2Cl)OC1(C)C (centres undefined)	?	100.4	101.9	7.4
Cc1ccc(C2N3CCCN23)cc1 (centres undefined)	?	97.0	98.4	-15.5
Cc1ccccc1NC(=O)CCl	?	99.7	105.1	-12.5
COc1cccc(N2C(=O)NC(=O)/C(=C/c3ccc([N+](=O)[O-])s3)C2=O)c1	?	83.0	96.9	-58.7

Grouped by structure, the compounds so far containing a nitro group on carbon
SMILES	RGS7-Gao	RGS8-Gao	RGS4-Gao reg	Mcl1 Bid PPI
COc1ccccc1C1C([N+](=O)[O-])=C(N)Oc2c1c(=O)oc1ccccc21 (centres undefined)	?	97.4	80.9	-7.3
COc1cccc(N2C(=O)NC(=O)/C(=C/c3ccc([N+](=O)[O-])s3)C2=O)c1	?	83.0	96.9	-58.7

In a second layout: 23 of the compounds above.
Results follow in this order: RGS7-Gao, RGS8-Gao, RGS4-Gao reg, Mcl1 Bid PPI
Cc1ccc(S(=O)(=O)N2CCCC2c2cccnc2)cc1 (centres undefined)
→ ?, 98.7, 92.6, 2.6
CCOc1ccc(N=Cc2c(O)n(-c3cc(C)cc(C)c3)c(=O)[nH]c2=O)cc1
→ ?, 94.8, 91.7, -48.0
O=S(=O)(c1ccc(Cl)cc1)N1CCCC1c1cccnc1 (centres undefined)
→ ?, 102.1, 101.6, -0.1
COC(=O)C(O)(c1ccc(NC(=O)c2cccs2)c(C)c1)C(F)(F)F (centres undefined)
→ ?, 103.4, 102.0, -5.6
Cc1onc(-c2c(Cl)cccc2Cl)c1C(=O)Nc1ccc2c(C(F)(F)F)cc(=O)oc2c1
→ nt, 104.4, 108.4, -10.3
COc1ccccc1C1C([N+](=O)[O-])=C(N)Oc2c1c(=O)oc1ccccc21 (centres undefined)
→ ?, 97.4, 80.9, -7.3
O=C1C2C3CCC(O3)C2C(=O)N1CCO (centres undefined)
→ ?, 99.0, 101.4, -48.5
O=C(O)c1ccccc1N=Nc1c(O)[nH]c(=O)[nH]c1=O
→ ?, 101.0, 102.0, 2.1
CCC(=NCCCN1CCOCC1)c1c(O)n(-c2ccccc2C)c(=O)[nH]c1=O
→ ?, 99.2, 105.4, -21.6
O=C(O)c1ccc(N=Cc2c(O)n(Cc3ccc(F)cc3)c(=O)[nH]c2=O)cc1
→ ?, 100.4, 98.1, -8.6
CN(C)c1ccc(/C=C2\C(=O)NC(=O)N(CCc3ccc(F)cc3)C2=O)cc1
→ ?, 100.3, 97.0, -16.8
CC(=O)Nc1ccc(N=Cc2c(O)n(Cc3ccco3)c(=O)[nH]c2=O)cc1
→ ?, 91.4, 86.9, -8.9
CC(=NCCC1=CCCCC1)c1c(O)n(-c2ccccc2)c(=O)[nH]c1=O
→ ?, 108.9, 122.1, -15.9
CCOc1ccc2nc(N=Nc3c(O)[nH]c(=O)[nH]c3=O)sc2c1
→ ?, 102.5, 102.3, -10.7
C=CCN1CC[C@]23c4c5ccc(O)c4OC2C(=O)CC[C@@]3(O)C1C5 (some centres undefined)
→ ?, 98.3, 101.6, -104.9
CC(C)(C)n1cc(C(=O)c2ccccc2)cc1-c1ccccc1
→ ?, 97.8, 99.0, -4.3
CCCCn1c(O)c(C(C)=Nc2ccc3c(c2)CCC3)c(=O)[nH]c1=O
→ ?, 98.0, 99.3, 4.6
O=c1c2ccccc2nc(-c2ccccc2)n1-c1ccccc1
→ ?, 98.9, 101.4, -10.9
O=C1NC(=O)N(c2ccccc2)C(=O)/C1=C/C=C/c1ccco1
→ ?, 105.0, 102.5, -47.1
COC1C(OC(=O)c2ccc(C)[nH]2)C(O)C(Oc2ccc3c(O)c(NC(=O)c4ccc(O)c(CC=C(C)C)c4)c(=O)oc3c2Cl)OC1(C)C (centres undefined)
→ ?, 100.4, 101.9, 7.4
Cc1ccc(C2N3CCCN23)cc1 (centres undefined)
→ ?, 97.0, 98.4, -15.5
Cc1ccccc1NC(=O)CCl
→ ?, 99.7, 105.1, -12.5
COc1cccc(N2C(=O)NC(=O)/C(=C/c3ccc([N+](=O)[O-])s3)C2=O)c1
→ ?, 83.0, 96.9, -58.7

Additional compounds:
SMILES	RGS7-Gao	RGS8-Gao	RGS4-Gao reg	Mcl1 Bid PPI
CC(C)CCNC(=O)CN1C(=O)CN=C(c2ccccc2)c2ccccc21	?	100.2	96.3	-34.9
O=c1[nH]c(=O)n(Cc2ccccc2)c(O)c1/C=N/Nc1c(F)c(F)c(F)c(F)c1F	nt	97.5	97.0	-21.2
COc1ccc(-c2n(-c3ccccn3)c3ccccc3[n+]2-c2ccccn2)cc1	?	101.4	101.2	3.1
CS(=O)(=O)NNP(=O)(NNS(C)(=O)=O)NC(=O)c1ccc(Br)cc1	?	101.5	103.2	-14.0
Clc1cc(Cl)cc(NC2=NCCS2)c1	?	16.9*	-28.9*	7.9
NC(=O)C1CCN(/C=C2\C(=O)NC(=O)N(Cc3ccco3)C2=O)CC1	?	100.5	99.2	-70.8
CC(C)c1ccc(-n2c(O)c(C=NC(CCS(C)=O)C(=O)O)c(=O)[nH]c2=S)cc1 (centres undefined)	?	111.0	114.4	-31.2
CCC1(C)CC(CCNCc2ccc(N(C)C)cc2)(c2ccc(F)cc2)CCO1 (centres undefined)	?	103.0	95.2	-153.0
CN1CCN(c2ncnc3c2cnn3C)CC1	?	103.3	104.6	-4.8
CN(C)CC#CCn1c2ccccc2c2ccccc21	?	95.4	101.6	3.1
C1CC2NCCC3NCCC(N1)N32 (centres undefined)	?	97.7	97.6	-23.3
Cn1c(O)c(C=NC2CCN(Cc3ccccc3)CC2)c(=O)[nH]c1=O	?	103.3	102.7	-5.0
COc1ccc(CCn2c(O)c(C=Nc3ccccc3F)c(=O)[nH]c2=O)cc1OC	?	101.9	94.8	22.1
COc1cc(OC)c(OC)cc1/C=C1/C(=O)NC(=O)N(Cc2ccccc2)C1=O	?	95.6	94.3	-32.7
CC(=NCCc1c[nH]c2ccccc12)c1c(O)n(Cc2ccccc2)c(=O)[nH]c1=O	?	99.5	98.8	-4.0
Cc1cccn2c(=O)c3c(nc12)N1CCCCC1C1(C3)C(=O)N(C)C(=O)N(C)C1=O (centres undefined)	?	103.1	105.8	-11.4
C=CCn1c(O)c(C(CC)=Nc2ccc3c(c2)CCC3)c(=O)[nH]c1=O	?	98.9	98.5	-48.2
CC(=NCc1ccco1)c1c(O)n(-c2ccc(Cl)cc2)c(=O)[nH]c1=O	?	101.9	104.6	-8.7
COc1ccc(-n2c(O)c(C(C)=NCC3CCCO3)c(=O)[nH]c2=O)cc1 (centres undefined)	?	106.5	112.1	-11.8
C1=C(c2ccccc2)CCNC1	?	101.1	100.1	-4.2
S=C1NC2(CCCCC2)NC12CCCCC2	?	124.3	146.2	-26.7
CCC(C)n1c(O)c(C=NCc2cccnc2)c(=O)[nH]c1=S (centres undefined)	?	101.9	101.7	-24.2
CN(C)c1ccc(/C=C2/C(=N\O)C3CCN2CC3)cc1	?	101.1	102.5	-114.6
C/C(=N\N(C)c1ccccc1)c1c(O)[nH]c(=O)[nH]c1=O	?	95.7	93.7	-10.7
CCOP(=O)(OCC)C(O)c1cccnc1 (centres undefined)	?	109.1	131.8	-9.4
CCCCCCC(=O)c1c(O)n(-c2ccccc2OC)c(=O)[nH]c1=O (tested in a mixture with another compound)	?	102.5	105.2	-6.9
CCCC(C)n1[nH]c(=O)c2c1NC(=O)CSC2c1ccccc1 (centres undefined)	?	91.0	87.7	-71.1
CCOP(=O)(C#Cc1ccccc1)C(O)c1ccc(Br)cc1 (centres undefined)	?	99.9	103.7	-18.8
O=C1C2CCN(CC2)C12CC2c1ccc(C(F)(F)F)cc1 (centres undefined)	?	98.2	95.7	-5.3
